Lipid storage S3: qHTS Assay for Lipid Storage Modulators in Drosophila S3 Cells; Drosophila S3 cells, BODIPY lipid droplet fluorescence, 18-24 h; cells fed with added oleic acid; Potency in µM for hits, for the others lipid storage change, negative = inhibition, % at the top dose, mostly 46.1 µM; 320,000 compounds, 0.64% hits; AID 2685; active means well fitted inhibition curve with a large enough effect in the signal ratio, with a control signal flat, not every such curve was filed as active; inconclusive means small, poorly fitted or top-dose-only effect, or effect the other way, or a change in a side signal; the % refers to the signal ratio
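Drosophila S3 cells loaded with oleic acid (400 uM, as added) and compounds at several concentrations; lipid droplets imaged by 488-nm laser-scanning cytometry, 500–530 nm intensity and object ratio to cell channel. Percent activity normalized to 20 uM Triacsin C.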
Lipid storage S3 cell count max: recorded beside Lipid storage S3, whose call it bears; cell number change, %; measured here: cell count max response;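 cells counted by Cell Tracker Red CMTPX staining in the red channel; peak over a dose series mostly up to 46.1 µM; percent activity relative to internal control wells on each plate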
The depositor's hits bear a star; i = inactive; ? = inconclusive; / = no result given; & = joins results of further samples. On the % scale 0 is the no-effect control and ±100 the full control effect; potency means the concentration at half of the fitted maximal effect. The list is partial; count on the stated rates, not on these rows.

A first look:
Order of values: Lipid storage S3 | Lipid storage S3 cell count max
> O=C(N=C1SC2CS(=O)(=O)CC2N1c1ccc(Cl)c(Cl)c1)C1CCCO1 (stereo unspecified)
  i | -7
> O=C(COc1ccc(Cl)cc1Cl)Nc1nnc(C2=COCCO2)o1
  ? | /

Main list, from the first entry:
Order of values: Lipid storage S3 | Lipid storage S3 cell count max
> O=C(N=C1SC2CS(=O)(=O)CC2N1c1ccc(Cl)c(Cl)c1)C1CCCO1 (stereo unspecified)
  i | -7
> O=C(COc1ccc(Cl)cc1Cl)Nc1nnc(C2=COCCO2)o1
  ? | /
> COc1ccc(NC(=O)n2ncc3c(C)cccc32)cc1OC
  i | /
> O=C(O)CCNC(=O)c1ccccc1
  ? | /
> COc1ccc(OC)c(CNC(=O)C2CCN(S(=O)(=O)N3CCCC3)CC2)c1
  0% | -1
> COc1ccc(OC)c(COC(=O)c2cc([N+](=O)[O-])ccc2N2CCOCC2)c1
  ? | /
> CC(=O)Nc1ccc(NC(=O)CSC2=NS(=O)(=O)c3ccccc3N2)cc1
  ? | /
> CCN1/C(=C/C=C/C=C/c2sc3ccccc3[n+]2CC)Sc2ccccc21
  ? | /
> COc1ccc(NC(=O)c2cc(S(=O)(=O)N3CCCCC3)c[nH]2)c(OC)c1
  ? | /
> CCN(C(=O)c1ccc(S(=O)(=O)N2CCCCC2)cc1)C1CCS(=O)(=O)C1 (stereo unspecified)
  ? | /
> O=C(C[n+]1cccc(NC(=O)c2ccccc2)c1)c1ccccc1
  ? | /
> COc1ccc(-c2cc(C(F)F)n3ncc(C(=O)Nc4ccc(C(=O)N5CCOCC5)cc4)c3n2)cc1
  1% | -1
> O=C(NCC1CCCO1)c1cc2ccccc2nc1Cl (stereo unspecified)
  ? | /
> CC(=O)c1ccc(OCCCC(=O)N2CCN(S(=O)(=O)c3cc(C)ccc3C)CC2)cc1
  ? | /
> COc1ccccc1N=Cc1c(C)c(C#N)c2[nH]c3ccccc3n2c1=O
  7% | -6
> CC(C)c1ccccc1-n1c(SCC(=O)c2ccc3c(c2)NC(=O)CO3)nc2ccccc2c1=O
  ? | /
> O=C(c1ccc(CNc2c(NC3CCCCC3)c(=O)c2=O)cc1)N1CCc2ccccc21
  3% | -8
> COC(=O)c1cc(S(=O)(=O)Nc2cccc(C)c2C)cn1C
  ? | /
> CCOC(=O)c1c(NC(=S)Nc2cc([N+](=O)[O-])ccc2OC)sc2c1CCCCC2
  7% | -20
> Cc1nc(-c2ccccc2)cn2c1nc1ccccc12
  ? | /
> CC(CC(=O)O)CC(=O)Nc1cc(C(F)(F)F)cc(C(F)(F)F)c1 (stereo unspecified)
  -11% | /
> O=C(O)c1ccc(CSc2nnc(Cc3ccccc3)o2)cc1
  24% | 21
> CN(CCc1ccccn1)C(=O)CCC1CCCN(C(=O)c2cccc(N(C)C)c2)C1 (stereo unspecified)
  ? | /
> COc1ccccc1N1CCN(C2CCCN(C(=O)c3ccnc4ccc(C)cc34)C2)CC1 (stereo unspecified)
  i | -16
> COc1ccc(-c2cc(C(=O)Nc3c(C)nn(Cc4ccccc4Cl)c3C)no2)cc1
  ? | /
> COc1ccc(/C=N/Nc2cc(OC)ncn2)cc1
  -1% | -12
> O=C1/C(=N\S(=O)(=O)c2cccs2)C([n+]2ccc(CCCc3ccccc3)cc2)=C([O-])c2ccccc21
  ? | /
> CCN(CC)C(NC(=O)c1ccccc1)C(=O)c1ccccc1 (stereo unspecified)
  ? | /
> CNC(=S)N1C2CCCC1CC(NC(=O)c1ccc(F)cc1)C2 (stereo unspecified)
  i | 0
> COc1ccc(S(=O)CC(=O)Nc2ccc(Cl)cc2Cl)cc1 (stereo unspecified)
  ? | /

Complete entries, looked up by structure. Order of values: Lipid storage S3 | Lipid storage S3 cell count max
`COc1ccccc1N1CCN(C2CCCN(C(=O)c3ccnc4ccc(C)cc34)C2)CC1` (stereo unspecified) is listed as i | -16
`COc1ccc(/C=N/Nc2cc(OC)ncn2)cc1` is listed as -1% | -12

Next records:
Order of values: Lipid storage S3 | Lipid storage S3 cell count max
> CCS(=O)(=O)c1ccc2oc(SCC(=O)NCCc3ccccc3)nc2c1
  -3% | -3
> CC1CCN(S(=O)(=O)c2ccc(S(=O)(=O)NCC3COCCO3)cc2)CC1 (stereo unspecified)
  0% | -1
> Cc1ccc(C(=O)OCC(=O)Nc2cc(S(C)(=O)=O)ccc2Cl)cc1S(=O)(=O)N1CCCCC1
  i | /
> O=C(CN1CCCC1)Nc1c(Cl)cccc1Cl
  ? | /
> COc1cccc(COc2cc3ccccc3nc2C)c1
  ? | /
> CCOC(=O)c1[nH]c(CSc2nnc(-c3ccc(OC)cc3)o2)c(C(=O)OCC)c1C
  ? | /
> O=c1c2cc(N3CCOCC3)ccc2[nH]c(=S)n1CCCN1CCCC1
  ? | /
> CCOc1ccc(NC(=O)C2CC=CCC2C(=O)O)cc1 (stereo unspecified)
  -7% | -4
> CCOC(=O)N1CCN(C(=O)COc2ccccc2OC)CC1
  7% | -3
> CC1(C)CC(=O)C(C(C2=C(O)CC(C)(C)CC2=O)c2ccco2)C(=O)C1 (stereo unspecified)
  7% | 0
> Cc1ccc(C(=O)NC2CCN(C(=O)Nc3ccccc3Cl)CC2)cc1
  ? | /
> CNS(=O)(=O)c1cccc(C(=O)OCC(=O)/C=C2/N(C)c3ccccc3C2(C)C)c1
  ? | /
> CCCN1C(=O)C2(SC(NC(C)=O)=NN2C(C)=O)c2cc(C)ccc21 (stereo unspecified)
  -13% | 4
> Cc1cc(C)c(NC(=O)c2ccc[n+](Cc3ccc([N+](=O)[O-])cc3)c2)c(C)c1
  13% | -3
> CCOCCCNC(=O)c1c(N)n(-c2ccc3c(c2)OCO3)c2nc3ccccc3nc12
  ? | /
> OC(CNCC1CCCO1)Cn1c2ccc(Cl)cc2c2cc(Cl)ccc21 (stereo unspecified)
  -9% | -27
> CCCCn1nc2cc(C(=O)NCc3cc(C(F)(F)F)cc(C(F)(F)F)c3)ccc2c1OC
  ? | /
> CCn1c2ccccc2c2nnc(SCc3ccccc3)nc21
  ? | /
> CCOc1ccc(NC(=O)C2CC(=O)N(c3ccccc3F)C2)cc1 (stereo unspecified)
  i | 16
> CN1CCN(C(CNC(=O)C(=O)Nc2ccc3c(c2)OCCO3)c2ccc(F)cc2)CC1 (stereo unspecified)
  ? | /
> O=C(O)c1cc(-c2ccco2)nn1-c1ccc(Cl)cc1
  ? | /
> Cc1cc(C(C)(C)C)cc(S(=O)(=O)NCC(=O)O)c1C
  12% | 11
> CSc1ccc(Cl)c(C(=O)N2CCOc3ccccc32)c1
  4% | -27
> O=C(COC(=O)C12CC3CC(CC(O)(C3)C1)C2)Nc1ccc(OC(F)F)cc1
  ? | /
> CCN1CCN(C(=O)c2cc3c(=O)n(C)c4ccccc4c3n2C)CC1
  ? | /
> CC(=O)Nc1ccc(S(=O)(=O)N(C)CC(=O)Nc2ccc(Br)cc2F)cc1
  i | 28
> CC(OC(=O)/C=C/c1ccccc1)C(=O)Nc1ccc2c(c1)OCCO2 (stereo unspecified)
  ? | /
> N#Cc1ccc(C23CC4(C2)[C@H](CN(Cc2ccc(-c5ccccc5)cc2)[C@@H]4c2ccccc2)C3c2ccc(Cl)nc2)cc1 (stereo partly specified)
  ? | /
> CC1=NN(C(=O)CCc2ccccc2O)C(O)(C(F)(F)F)C1 (stereo unspecified)
  11% | -1
> CCCCc1c(C)nn(-c2nnc3c4ccccc4n(C)c3n2)c1C
  ? | /
> CCC1(CC)C(=O)NC(=O)NC1=Nc1ccccc1
  4% | 10
> CCN(CC)S(=O)(=O)c1ccc(OC)c(NC(=O)c2ccc(-n3cncn3)c([N+](=O)[O-])c2)c1
  ? | /
> CCN(CC)S(=O)(=O)c1ccc(OC)c(NC(=O)/C=C/c2ccco2)c1
  10% | 9
> COc1cc(CNCc2cccnc2)ccc1OCC(=O)NC1CCCCC1
  ? | /
> CCCNC(=O)C(Cc1ccc(I)cc1)NC(=O)c1ccc(C#N)cc1 (stereo unspecified)
  ? | /
> CCC(C)(C)NC(=O)C(c1ccc(F)cc1)N(Cc1ccco1)C(=O)c1cnccn1 (stereo unspecified)
  ? | /
> CCCSc1nc2c(cnn2-c2ccccc2)c(=O)n1N
  12% | 12
> O=C(c1ccc(CNS(=O)(=O)c2ccc(Br)cc2)cc1)N1CCCC1
  0% | -7
> O=C(N/N=C\c1ccc(Cl)s1)C1COc2ccccc2O1 (stereo unspecified)
  ? | /
> CCOC(=O)N1CCN(C/C(C)=C/c2ccccc2)CC1
  ? | /
> C#CCOCCOCCOCCNc1nc(N2CCN(C(=O)CCCCCCCCCCNC(=O)Cn3cc(C[C@@H](C)O)nn3)CC2)nc(N2CCN(C(=O)CCCCCCCCCCNC(=O)[C@H](CO)n3cc(CCCSC)nn3)CC2)n1
  ? | /
> COc1cc(/C=C/C(=O)OCC(=O)Nc2c(C)n(C)n(-c3ccccc3)c2=O)ccc1O
  3% | 4
> COc1ccc(-c2nc(-n3c(C)c(C(C)=O)c(C(C)=O)c3C)sc2C)cc1OC
  ? | /
> CN(C)S(=O)(=O)c1ccc(N2CCCC2)c(C(=O)Nc2ccc(Br)cc2F)c1
  ? | /
> O=C(NCC1CCN(Cc2ccc(F)cc2)CC1)Nc1cc(F)ccc1F
  ? | /
> COc1ccc(OC)c(S(=O)(=O)NCCOC23CC4CC(CC(C4)C2)C3)c1
  ? | /
> CN(Cc1ccc(-n2cccn2)cc1)Cc1nc(-c2cnccn2)no1
  11% | 2
> COc1cc(OC)cc(C(=O)NC(=S)NNC(=O)c2cnccn2)c1
  -6% | 3
> COc1ccc(N(CC(=O)Nc2cccc3ccccc23)S(C)(=O)=O)c(OC)c1
  ? | /
> Cc1ccc(NS(=O)(=O)c2ccc(C(=O)OCC(=O)N3CCCCC3)cc2)cc1
  ? | /

Later entries
Order of values: Lipid storage S3 | Lipid storage S3 cell count max
> COc1ccc(N2CCN(CC(O)COC(c3ccc(F)cc3)c3ccc(F)cc3)CC2)cc1 (stereo unspecified)
  -4% | -27
> Cc1c(NC(=O)C2CC(c3ccc(F)cc3)=NO2)c(=O)n(-c2ccccc2)n1C (stereo unspecified)
  1% | 23
> CCOCCCNC(=O)c1ccc(OC)cc1
  24% | 11
> O=C1N/C(=C/c2ccc(Br)cc2)C(O)=C1C=NCc1ccccc1
  ? | /
> O=C(c1cc2nc(-c3cccs3)cc(C(F)(F)Cl)n2n1)N1CCCc2ccccc21
  ? | /
> CC(=O)c1ccc(C(=O)N2CCCC(C(=O)c3cc(F)ccc3F)C2)s1 (stereo unspecified)
  ? | /
> COc1ccccc1NS(=O)(=O)c1ccc(C(=O)N2CCCC(C)C2)cc1 (stereo unspecified)
  ? | /
> COc1ccc(N2CCN(Cc3nnc(-c4ccccc4)o3)CC2)cc1
  ? | /
> COc1ccc(-c2cc(C(=O)N3CCCCCC3)c3ccccc3n2)c(OC)c1
  i | /
> CC(=O)NC(Cc1cccc(F)c1)C(=O)NC1CCN(c2nnnn2-c2ccccc2)CC1 (stereo unspecified)
  ? | /
> CN(C(=O)COC(=O)c1n[nH]c2ccccc12)C1CCS(=O)(=O)C1 (stereo unspecified)
  16% | 2
> CCn1c(=S)sc2c(=O)n(CC(=O)Nc3ccccc3)c(C)nc21
  -5% | 23
> O=c1c(Cl)c(Cl)cnn1Cc1ccccc1Cl
  15µM* | -23*
> Cc1c(Br)c([N+](=O)[O-])nn1CC(=O)Nc1sc2c(c1C(=O)OC(C)C)CCCC2
  2% | -10
> Cn1cnc([N+](=O)[O-])c1NC(C)(C)C
  ? | /
> CC(C)(C)CC(=O)O/N=C(\N)c1ccncc1
  ? | /
> COc1cccc(N/C=C/C(=O)c2ccc(Cl)cc2)c1
  i | /
> N#Cc1ccccc1N1CCN(C(=O)c2ccc(NC(=O)c3ccc(Br)o3)cc2)CC1
  ? | /
> CCOC(=O)N1CCN(C(=O)c2cc3c(ccc4ccccc43)oc2=O)CC1
  15% | 2
> CC(=O)c1cn(N2CCCCC2)c(=O)[nH]c1=O
  -6% | 15

Three entries out of the list, arranged by count of non-hydrogen atoms, rising.
Order of values: Lipid storage S3 | Lipid storage S3 cell count max
> CC(C)(C)CC(=O)O/N=C(\N)c1ccncc1
  ? | /
> COc1cccc(N/C=C/C(=O)c2ccc(Cl)cc2)c1
  i | /
> CCn1c(=S)sc2c(=O)n(CC(=O)Nc3ccccc3)c(C)nc21
  -5% | 23

Carrying on:
Order of values: Lipid storage S3 | Lipid storage S3 cell count max
> CCOc1ccc(-c2nnc3ccc(SCC(=O)NCc4ccco4)nn23)cc1
  ? | /
> O=C(O)c1ccc(OCCOc2ccccc2)cc1
  ? | /
> COCc1c(C(=O)OCC(=O)N(C)C2CCS(=O)(=O)C2)oc2ccccc12 (stereo unspecified)
  ? | /
> NC(=O)c1[nH]cnc1N
  -1%&-13% | 0&-3
> O=C(CC1NCCNC1=O)Nc1ccc(Cl)c(Cl)c1 (stereo unspecified)
  2% | 4
> CCN(CC)S(=O)(=O)c1cc(C(=O)OCC(=O)Nc2cccc(Br)c2)ccc1F
  ? | /
> O=C(NCCCCCCNC(=O)C1CCCC1)C1CCCC1
  -1% | 17
> CCn1nc(C)c(NC(=O)Nc2cccc(Cl)c2Cl)c1C
  ? | /
> CC/C(=N\NC(=S)NC(C)C)c1ccc(OC)c(OC)c1
  ? | /
> O=C(c1ccc(C(F)(F)F)cc1)c1c[nH]c(C(=O)NCCCn2ccnc2)c1
  -2% | -9
> Cc1ccc2[nH]c(=O)c3cc(C(=O)NCCC(C)C)sc3c2c1
  ? | /

High-throughput results from PubChem.
